# Compound activity: PubChem BioAssay, National Center for Advancing Translational Sciences (NCATS)
# TGFb inhibitor – qHTS for Inhibitors of TGF-b | HepG2 CAGA-GFP TGF-b/SMAD3 reporter, GFP fluorescence, 18 h; TGF-beta stimulated, 500 pg/mL final | Potency, µM (titrated, usually from 46.1 µM), for the others: at the highest dose activity, negative = inhibition, usual class: inhibitors | hit rate 1.2% among 410,000; also: % is scaled to controls: 0 for no effect and ±100 for the full control effect; nearly all actives have a fitted effect of over 65% in size
#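 GFP signal (ex488/em500-530) from TGF-beta-stimulated HEPG2 CAGA-GFP cells, 500 pg/mL final, 18 h at 37 degrees C in DMEM plus 1% FBS, normalized to unstimulated and DMSO-stimulated controls.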
# A549 viability – Nrf2 qHTS screen for inhibitors: counterscreen for cytotoxicity; Potency, µM (series often up to 46 µM), for the others: at the highest dose activity change, negative = cytotoxicity, actives largely listed as inhibitors; A549 ARE-Fluc cells, CellTiter-Fluor viability, 18-24 h; hit rate 0.16% among 390,000; AID 504648, 2011; also: % is scaled to controls: 0 for no effect and ±100 for the full control effect
#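 Cytotoxicity counterscreen: CellTiter-Fluor fluorescence was measured in A549 ARE_Fluc cells after 18-24 h of compound exposure in a concentration series. The subsequent BugLite luminescent read reports ARE-luciferase activity.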
# HepG2 tox – qHTS for Inhibitors of TGF-b: Cytotox Counterscreen. HepG2 CAGA-GFP viability, ATP luminescence, 18 h. hit rate 0.76% among 410,000. Potency, µM (top dose mostly 46.1 µM), inactives show at the highest dose activity change, negative = cytotoxicity, usual class: cytotoxic; also: some results filed as inactive show a strong effect at the top dose
#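 HepG2 CAGA-GFP cells (1000/well, DMEM with 1% FBS) received compound, then TGF-beta at 500 pg/mL final, and were incubated 18 hours at 37 degrees C. Viability was read by CellTiter-Glo luminescence. Media-only wells were set as complete cell-killing and DMSO as no toxicity.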
# Nrf2 activator – qHTS of Nrf2 Activators; hit rate 0.31% among 410,000; Potency, µM (highest dose often 46.1 µM), inactives show top-dose activation, usual class: activators; AREc32 ARE-luciferase reporter (MCF7-derived line), luminescence, 24 h; AID 624171, 2012; also: % of control where 0% means no effect; nearly all actives have a fitted effect of over 65% in size
#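 Nrf2 activation is followed as ARE-luciferase induction in the AREc32 line after one day of compound treatment; luminescence is read with Steady-Glo.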
# Nrf2 block – Nrf2 qHTS screen for inhibitors; A549 ARE-Fluc reporter, luciferase luminescence, 18-24 h; Potency, µM (top dose mostly 46 µM), without a hit: at the top dose activity change, negative = inhibition, actives largely listed as inhibitors; hit rate 2.1% among 360,000; AID 504444, 2011; also: % is scaled to controls: 0 for no effect and ±100 for the full control effect; nearly all actives have a fitted effect of over 60% in size
#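 Quantitative HTS in A549 cells stably bearing an antioxidant response element-firefly luciferase construct. Inhibition of Nrf2-driven transcription was scored by luminescence after 18-24 h of compound exposure at 37 °C.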
# ATXN2 expr inh – Primary qHTS for Inhibitors of ATXN expression | HEK-293 ATXN2-luciferase reporter, luminescence, 24 h | Potency, µM (series often up to 57 µM), for the others: at the highest dose activity change, negative = inhibition, actives largely listed as inhibitors | hit rate 0.72% among 360,000 | AID 1745845, 2022; also: % is scaled to controls: 0 for no effect and ±100 for the full control effect; nearly all actives have a fitted effect of over 55% in size
#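 qHTS (up to 57 uM final) was run with 24 h compound exposure of reporter cells at 37 °C. Each well was multiplexed: SteadyGlo luminescence measured ATXN2-luciferase expression after a fluorogenic Gly-Phe-AFC viability readout (25 uM final).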
# MCF10A rerep – A quantitative high throughput screen for small molecules that induce DNA re-replication in MCF 10a normal breast cells. hit rate 2.9% among 350,000. AID 624296, 2012. Potency, µM (doses to about 46.1 µM), inactives show top-dose activity, positive = re-replication, usual class: activators. MCF 10A DNA re-replication, Hoechst nuclear intensity, 48 h; also: % of control where 0% means no effect; nearly all actives have a fitted effect of over 50% in size
# ATXN viability – Viability Counterscreen for Primary qHTS for Inhibitors of ATXN expression. AID 651635, 2014. Potency, µM (series often up to 56.7 µM), hits mostly cytotoxic. hit rate 0.49% among 400,000. S2 cells (HEK-293 line with an ATXN2-luciferase reporter) viability, CellTiter-Fluor protease fluorescence, 24 h; also: nearly all actives have a fitted effect of over 40% in size
# EPAC2 antagonist – qHTS for Antagonist of cAMP-regulated guanine nucleotide exchange factor 2 (EPAC2): primary screen. Rap guanine nucleotide exchange factor 4 (Homo sapiens), Q8WZA2. EPAC2 GEF exchange of Rap1B-BODIPY-GDP, fluorescence. Potency, µM (top dose mostly 114 µM), for the others: at the highest dose activity, negative = inhibition, actives largely listed as inhibitors. hit rate 0.18% among 360,000; also: % is scaled to controls: 0 for no effect and ±100 for the full control effect; nearly all actives have a fitted effect of over 45% in size; many of its hits are not listed in these tables
# Target sequence (Q8WZA2 whole entry, looked up): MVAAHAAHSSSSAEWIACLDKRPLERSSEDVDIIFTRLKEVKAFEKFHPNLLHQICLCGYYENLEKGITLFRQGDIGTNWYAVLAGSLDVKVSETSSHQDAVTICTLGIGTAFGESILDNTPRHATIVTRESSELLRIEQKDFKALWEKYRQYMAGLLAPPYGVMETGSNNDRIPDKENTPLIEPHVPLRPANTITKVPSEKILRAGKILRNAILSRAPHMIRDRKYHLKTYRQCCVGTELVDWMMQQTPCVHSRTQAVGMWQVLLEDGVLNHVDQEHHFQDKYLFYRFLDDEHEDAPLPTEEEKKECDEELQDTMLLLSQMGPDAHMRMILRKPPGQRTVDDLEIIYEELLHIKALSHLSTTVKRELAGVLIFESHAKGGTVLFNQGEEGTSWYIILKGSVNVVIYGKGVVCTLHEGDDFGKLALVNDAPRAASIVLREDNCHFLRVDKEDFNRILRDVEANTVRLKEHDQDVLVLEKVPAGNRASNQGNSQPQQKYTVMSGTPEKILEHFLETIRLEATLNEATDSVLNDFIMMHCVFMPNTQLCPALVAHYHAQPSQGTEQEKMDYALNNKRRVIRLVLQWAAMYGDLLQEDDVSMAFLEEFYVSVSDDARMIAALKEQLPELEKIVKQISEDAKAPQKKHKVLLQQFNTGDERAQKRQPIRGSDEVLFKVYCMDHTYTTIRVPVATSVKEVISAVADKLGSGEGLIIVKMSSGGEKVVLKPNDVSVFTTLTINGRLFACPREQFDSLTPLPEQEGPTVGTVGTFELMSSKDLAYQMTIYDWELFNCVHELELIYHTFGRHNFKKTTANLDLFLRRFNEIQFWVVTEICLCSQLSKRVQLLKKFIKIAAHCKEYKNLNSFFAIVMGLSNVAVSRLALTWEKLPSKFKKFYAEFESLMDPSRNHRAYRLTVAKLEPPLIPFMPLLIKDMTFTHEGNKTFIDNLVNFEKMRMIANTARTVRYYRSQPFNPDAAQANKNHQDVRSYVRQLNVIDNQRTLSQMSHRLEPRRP
# Active calls of the source: *; i = inactive; ? = inconclusive; . = no result given; & = joins results of further samples. Calls follow the shape of the dose curve; as a rule, active = well fitted curve in the direction sought with a large enough effect; inconclusive = small, poorly fitted or top-dose-only effect, or another doubt; inactive = no such curve, though single readings can be large; an effect the other way counts as inactive or inconclusive. Potency is read from the fitted curve at half-maximal effect.
SMILES,TGFb inhibitor,A549 viability,HepG2 tox,Nrf2 activator,Nrf2 block,ATXN2 expr inh,MCF10A rerep,ATXN viability,EPAC2 antagonist
COc1cccc(-c2sc3ccc(OC)cc3c2C#CCC(C)O)c1 (centres undefined),-29.0%,3.1%,-13.7%,10.4%,16.9%,5.3%,?,?,?
COc1ccccc1NS(=O)(=O)c1ccc(C(=O)NCC(c2ccccc2OC)N(C)C)cc1 (centres undefined),4.2%,0.3%,-3.6%,-0.2%,16.0%,6.0%,4.8%,i,17.7%
CC(=O)c1cccc(NC(=O)Nc2nc(C)cc(C)n2)c1,19.1%,-0.6%,9.5%,-0.3%,?,4.9%,8.7%,i,3.4%
CCN(CC)CCC(c1ccc(N(C)C)cc1)c1c(OC)cc(OC)c2c(-c3ccccc3)cc(=O)oc12 (centres undefined),?,-4.8%&-8.6%,-92.1%&-77.2%,3.5%,-0.6%&8.2%,?,1.4%,?,-1.4%
COc1ccc(OC)c(NC(=O)c2cccnc2Sc2cc(C)ccc2C)c1,-1.8%,-4.3%,-14.7%,2.6%,?,2.6%,11.6%,i,-6.7%
CCCNC(=O)c1cc(C2CCCCN2C(=O)c2ccc3c(c2)CCO3)on1 (centres undefined),-2.4%,.,-6.8%,-1.1%,.,5.1%,.,i,4.5%
Cc1cccc(-n2c(Cc3cc(=O)[nH]c(=O)[nH]3)nnc2SCC(=O)NCC2CCCO2)c1 (centres undefined),6.6%,-1.7%,-25.0%,-0.7%,3.1%,3.3%,5.1%,i,9.2%
CSc1ccc(CN2CCCC(CNC(=O)c3ccc(F)cc3)C2)cc1 (centres undefined),-26.0%,-1.7%,-14.9%,0.2%,-2.3%,5.8%,-4.3%,i,3.7%
CSc1cccc(NC(=O)CN(c2cc(C)ccc2C)S(C)(=O)=O)c1,0.0%,-2.7%,0.6%,0.2%,6.2%,9.9%,-8.6%,?,-2.6%
Clc1nc(-c2ccccc2)c2ccccc2n1,8.5%,1.1%,-1.8%,-0.3%,7.8%,9.4%,5.5%,i,0.1%
CCCc1ccc2oc(C(=O)N(C)Cc3cnccn3)c(C)c2c1,?,-1.0%,-38.4%,-0.1%,0.3%,32.1%,-0.6%,i,-0.4%
CCOc1ccccc1NC(=O)CSc1nnc2c(CC)c(C)nc(N)n12,-8.6%,0.5%,-0.5%,-1.0%,-0.6%,7.4%,14.3%,i,4.5%
Cc1ccc(S(=O)(=O)NN2C(=O)c3ccccc3NC2c2ccccn2)cc1 (centres undefined),-1.3%,7.3%,-0.4%,0.3%,5.3%,2.1%,?,i,-10.2%
Cc1cc(C)c(C2=CSC3=NS(=O)(=O)CCN23)c(C)c1,-19.9%,-1.4%,-27.0%,-0.6%,?,-17.1%,-7.1%,i,3.7%
CC(Oc1ccccc1Cl)C(=O)N(Cc1ccco1)C1CCS(=O)(=O)C1 (centres undefined),-3.4%,1.5%,10.2%,-0.7%,6.4%,-14.7%,2.4%,i,-1.7%
CC(C)NC(=O)Nc1cccc2c1O[C@H](CN(C)S(=O)(=O)c1cccs1)[C@@H](C)CN([C@H](C)CO)C2=O,-8.7%,-8.6%,3.4%,0.5%,4.9%,3.1%,?,i,7.0%
CCc1ccc(C(=O)NC2=NC(c3cc(OC)ccc3OC)CC(=O)N2)cc1 (centres undefined),-22.2%,-0.5%,-23.8%,-1.1%,15.1%,0.5%,.,i,.
COc1ccc(OC)c(/C=C/C(=O)OCC(=O)N2CCCCC2)c1,3.5%,1.4%,-8.2%,17.4%,2.3%,-4.3%,-16.4%,i,-7.0%
O=C(Nc1ccc2c(c1)OCCO2)C1c2ccccc2OCC(=O)N1Cc1ccccn1 (centres undefined),.,.,.,0.6%,.,24.8%,.,i,-1.6%
O=C(Nc1cccc(Cl)c1)OCCN1CCN(Cc2ccccc2)CCC1=O,-14.9%,-2.8%,-2.3%,1.2%,-7.1%,?,-7.8%,?,7.8%
Cc1nn(C)c(C(=O)N/N=C/c2cc3c(cc2Br)OCO3)c1Br,-7.2%,9.0%,1.5%,1.6%,-3.4%,-7.3%,?,i,3.9%
COC(=O)c1sccc1NC(=O)CC1C(=O)NCCN1C(=O)c1ccc(F)cc1 (centres undefined),-0.5%,3.1%,9.0%,-0.2%,-16.5%,.,6.9%,i,1.1%
Cc1ccc(CNC(=O)c2c(-c3cccc(Br)c3)noc2C)o1,1.0%,24.5%,-1.5%,5.0%,.,-5.0%,.,i,.
Cc1cccc(N(Cc2ccccc2)C(=O)c2ccccc2F)c1,-6.8%,1.3%,0.2%,-0.3%,?,-11.9%,?,i,?

# Entries of single compounds from above. Screens in order: TGFb inhibitor	A549 viability	HepG2 tox	Nrf2 activator	Nrf2 block	ATXN2 expr inh	MCF10A rerep	ATXN viability	EPAC2 antagonist
# COc1ccccc1NS(=O)(=O)c1ccc(C(=O)NCC(c2ccccc2OC)N(C)C)cc1 (centres undefined) across the screens: 4.2%	0.3%	-3.6%	-0.2%	16.0%	6.0%	4.8%	i	17.7%
# COC(=O)c1sccc1NC(=O)CC1C(=O)NCCN1C(=O)c1ccc(F)cc1 (centres undefined) across the screens: -0.5%	3.1%	9.0%	-0.2%	-16.5%	.	6.9%	i	1.1%
# Cc1ccc(S(=O)(=O)NN2C(=O)c3ccccc3NC2c2ccccn2)cc1 (centres undefined) across the screens: -1.3%	7.3%	-0.4%	0.3%	5.3%	2.1%	?	i	-10.2%

# 2 entries picked at random from those above:
SMILES,TGFb inhibitor,A549 viability,HepG2 tox,Nrf2 activator,Nrf2 block,ATXN2 expr inh,MCF10A rerep,ATXN viability,EPAC2 antagonist
Cc1cccc(-n2c(Cc3cc(=O)[nH]c(=O)[nH]3)nnc2SCC(=O)NCC2CCCO2)c1 (centres undefined),6.6%,-1.7%,-25.0%,-0.7%,3.1%,3.3%,5.1%,i,9.2%
Clc1nc(-c2ccccc2)c2ccccc2n1,8.5%,1.1%,-1.8%,-0.3%,7.8%,9.4%,5.5%,i,0.1%

# An excerpt; count on the stated rates, not on these rows.
